MCF10A rereplic = induces DNA re-replication in MCF 10a normal breast cells; MCF 10A DNA re-replication, Hoechst nuclear intensity, 48 h; 350,000 tested, 2.9% active; AID 624296; Potency, µM (top dose mostly 46.1 µM), for inactives: at the top dose activity, positive = re-replication, most hits filed as activators; note: potency is the fitted concentration of half-maximal effect; % of control where 0% means no effect; nearly all actives have a fitted effect of over 50% in size
DRD3 agonist = D3 dopamine receptor (human) agonism; 410,000 tested, 0.58% active; D3R DiscoveRx beta-arrestin cells, luminescence, 90 min; AID 652048; max activation, %; in the data active = max activation above about 30%; note: 0% is about no effect; mostly tested at two doses, the higher about 12 µM
Target sequence (P35462 whole entry, looked up): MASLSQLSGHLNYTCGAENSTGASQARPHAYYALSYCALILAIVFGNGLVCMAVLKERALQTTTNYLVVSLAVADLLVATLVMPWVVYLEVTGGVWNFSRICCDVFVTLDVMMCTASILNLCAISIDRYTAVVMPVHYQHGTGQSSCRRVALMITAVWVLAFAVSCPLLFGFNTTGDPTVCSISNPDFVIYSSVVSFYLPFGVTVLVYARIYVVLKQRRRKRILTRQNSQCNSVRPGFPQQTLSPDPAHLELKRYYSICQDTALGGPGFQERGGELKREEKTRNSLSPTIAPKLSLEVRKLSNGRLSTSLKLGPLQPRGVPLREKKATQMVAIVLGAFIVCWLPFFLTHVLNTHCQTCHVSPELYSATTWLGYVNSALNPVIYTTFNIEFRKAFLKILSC
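Cells at 1500/well, incubated overnight, then treated with pinned compounds (dopamine as control) for 90 min at 37 degrees C. DiscoveRx reagent added for 30 - 60 minutes at room temperature; luminescence read.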
HT1080 IDH1KD tx = HT-1080 IDH1 knockdown cell toxicity (counter line) | 360,000 tested, 2% active | Potency, µM (top dose mostly 46.1 µM), inactives show at the highest dose activity, negative = toxicity, usual class: cytotoxic | HT-1080 IDH1 knockdown viability, ATP luminescence, 48 h | AID 686971;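 note: potency is the fitted concentration of half-maximal effect; 0% = DMSO wells and -100% = cell-free medium wells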
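Luminescent ATP read-out (CellTiter-Glo, 10 min at room temperature) after 48 h compound exposure at 37 °C gave viability of IDH1-knockdown HT-1080 cells. Activity was normalised to DMSO and cell-free wells, then fitted as concentration-response curves.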
SW480 rereplic = induces DNA re-replication in SW480 colon adenocarcinoma cells; SW480 DNA re-replication, Hoechst DNA content imaging, 48 h; Potency, µM (top dose mostly 46.1 µM), without a hit: top-dose re-replication activation, actives largely listed as activators; 340,000 tested, 1.8% active; AID 624297; note: potency is the fitted concentration of half-maximal effect; % of control where 0% means no effect; nearly all actives have a fitted effect of over 55% in size
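250 cells/well; 23 nL cpd via pin tool; 48 hr, 37 C, 5% CO2; Hoechst 40 min; imager read of total nuclear intensity, ex 405/em 500-530 nm.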
KB-3-1 tox = kills parental KB-3-1 adenocarcinoma cells. KB-3-1 viability, CellTiter-Glo ATP luminescence, 72 h. Potency, µM (series often up to 46.1 µM), without a hit: at the top dose activity change, negative = cytotoxic, usual class: cytotoxic. 400,000 tested, 1.4% active; note: potency is the fitted concentration of half-maximal effect; % is set by controls: 0 for no effect and ±100 for the full control effect; nearly all actives have a fitted effect of over 60% in size
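Parental KB-3-1 adenocarcinoma cells in phenol-red-free DMEM with 10% FBS were pin-treated with compounds at several concentrations, incubated 72 h at 37 °C, and viability read by CellTiter-Glo luminescence; concentration-effect curves were fitted after normalization.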
HEK293 tox = cytotoxicity in counter-screen for GLP-1R inverse agonists. Potency, µM (doses to about 38.3 µM), without a hit: at the highest dose activity change, negative = inhibition, most hits filed as inhibitors. 410,000 tested, 0.13% active. HEK293 cAMP-luciferase reporter cells, luminescence, 24 h. AID 624418;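 note: loss of luciferase light is scored as toxicity; potency is the fitted concentration of half-maximal effect; % is set by controls: 0 for no effect and ±100 for the full control effect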
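Luminescence readout: signal drop marks cytotoxicity. Plated cells grew 12 h at 37 °C, 5% CO2, received 23 nL compound for 24 h, then got luciferase reagent, read after 12 min at RT.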
HT1080NT lethal = kills 2HG-producing HT-1080-NT fibrosarcoma cells | HT-1080-NT fibrosarcoma viability, CellTiter-Glo ATP luminescence, 48 h | Potency, µM (doses to about 46.1 µM), inactives show at the top dose activity, negative = less viability, usual class: cytotoxic | 360,000 tested, 1.6% active;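 note: NT is the 2HG producing partner of a matched IDH1 knockdown line; potency is the fitted concentration of half-maximal effect; 0% = DMSO-treated cells and -100% = media-only wells without cells; nearly all actives have a fitted effect of over 55% in size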
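Fibrosarcoma NT cells, 750 per well in 5% FBS RPMI, were exposed to compound for 48 hours. Viability: CellTiter-Glo luminescence.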
KB-V1 cytotox = kills drug-selected multidrug resistant KB-V1 cells; KB-V1 MDR cells viability, CellTiter-Glo, 72 h; Potency, µM (titrated, usually from 46.1 µM), for the others: top-dose activity change, negative = cytotoxicity, most hits filed as cytotoxic; 400,000 tested, 3.4% active; note: potency is the fitted concentration of half-maximal effect; % is set by controls: 0 for no effect and ±100 for the full control effect; nearly all actives have a fitted effect of over 60% in size
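KB-V1 MDR subline cells in DMEM (phenol-red free, 10% FBS) exposed to compounds in qHTS concentration series for 72 h at 37 degrees C. Viability read by CellTiter-Glo luminescence; concentration-effect curves fitted after normalization and correction.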
IL1B secr inh = blocks inflammasome-driven IL-1 beta release. THP-1 LPS/ATP IL-1B secretion, AlphaLISA, 16 h; hits give low values. 360,000 tested, 4.7% active. AID 743279. activity change, % at 57.5 µM; in the data active = activity change below about -50%; inconclusive = mostly about -30% to -49%; note: % is set by controls: 0 for no effect and ±100 for the full control effect
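THP-1 cells pretreated 1 hr with compounds (up to 57.5 uM final), then stimulated with LPS (250 ng/mL final) plus ATP (1.25 mM final); secreted IL-1B measured by AlphaLISA after 16 hr, decreased signal indicating inhibition.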
* = called active by the depositor; u = inconclusive; x = no result given; [ ] = dose if it differs, or a comment. Unless noted, calls come from the whole dose curve; as a rule, active = well fitted curve in the direction sought with a large enough effect; inconclusive = small, poorly fitted or top-dose-only effect, or another doubt; inactive = no such curve, though single readings can be large; an effect the other way counts as inactive or inconclusive.

compound	MCF10A rereplic	DRD3 agonist	HT1080 IDH1KD tx	SW480 rereplic	KB-3-1 tox	HEK293 tox	HT1080NT lethal	KB-V1 cytotox	IL1B secr inh
CCc1c(C)nc(SCC(=O)c2cccs2)c(C#N)c1C	11%	2	-25%	-2%	-17%	31%[activator]	-6%	u	-99*
COc1ccc(-c2nn(-c3ccccc3)cc2/C=C/C(=O)NCCCn2ccnc2)cc1OC	u	6	u	u	-20%	7%	-15%	-16%	u
CCc1ccc([C@@H]2C[C@H]3[C@@H](CN2S(=O)(=O)c2ccc(C)cc2)C(=O)C[C@@H](c2ccc(Cl)cc2)N3S(=O)(=O)c2ccc(C)cc2)cc1	x	1	14%	x	0%	4%	4%	10%	-3
C#CCN(Cc1ccco1)C(=O)c1cc(COc2ccc(F)cc2Cl)on1	1%	6	0%	-2%	4%	-18%	-4%	u	-22
COC(=O)c1cc(NC(=O)CN(c2ccc3c(c2)OCO3)S(C)(=O)=O)ccc1Cl	4%	0	0%	2%	-2%	-3%	-19%	-27%	-8
Nc1ccn([C@@H]2O[C@H](CNCc3cnc(N4CCOCC4)s3)[C@@H](O)[C@H]2O)c(=O)n1	x	5	6%	x	52%	2%	10%	65%	23
COc1ccccc1C(=O)Nc1ccc(C(=O)c2ccccc2)cc1	0%	7	-12%	7%	-11%	-2%	5%	-4%	-30
COc1ccc(C2CC(=O)c3c([nH]c(C(=O)OCCOc4ccccc4)c3C)C2)cc1OC (stereo unspecified)	x	8	x	x	0%	2%	x	-5%	x
C#CCOCCOCCOCCNc1nc(N2CCN(C(=O)[C@H](CCCCN)n3cc(CCCC)nn3)CC2)nc(N2CCN(C(=O)[C@H](Cc3ccc(O)cc3)n3cc(CCO)nn3)CC2)n1	-1%	-20	4%	-41%[inhibitor]	-5%	3%	4%	-6%	u
CCS(=O)(=O)N1Cc2ccccc2CC1C(=O)NCC12CC3CC(CC(C3)C1)C2 (stereo unspecified)	5%	-1	-14%	15%	-13%	-15%	-1%	23µM*	1
Cc1cc(C(=O)OCC(=O)Nc2c(Cl)cccc2Cl)c(C)o1	1%	1	-5%	-12%	1%	-4%	0%	2%	0
O=C(O)c1ccc(N/N=C/c2ccc(-c3ccc(Br)cc3)o2)cc1	u	7	23µM*	21µM*	-29%	355%[activator]	26µM*	24%	32
CCOC(=O)CNC(c1ccccc1)c1cc(Br)ccc1NC(=O)c1cccc(Cl)c1 (stereo unspecified)	x	7	x	x	-13%	1%	x	u	x
CC(C)CC1Nc2ccc(C(=O)NCCCN3CCOCC3)cc2NC1=O (stereo unspecified)	-1%	-10	4%	-3%	u	-8%	4%	18%	1
COc1cc(C2c3c(oc4ccccc4c3=O)C(=O)N2c2nccs2)ccc1O (stereo unspecified)	-1%	-5	-7%	8%	6%	3%	-12%	-13%	-4
O=C(Nc1ccc(F)cc1)c1ccc2nsnc2c1	-2%	-2	-7%	27%	-2%	-2%	-10%	-9%	40
O=C(NC1CCCC1)C1c2ccccc2OCC(=O)N1CCc1c[nH]c2ccccc12 (stereo unspecified)	x	1	-3%	x	21%	-5%	4%	0%	-1
O=C(NCc1cc(Cl)cc(Cl)c1)c1ccc2nc([C@@H]3O[C@H](CO)[C@H](O)[C@H](O)[C@H]3O)[nH]c2c1	x	6	14%	x	0%	5%	16%	3%	u
COc1ccc(CCn2c(C)cc(C(=O)CSc3nnnn3C)c2C)cc1	2%	1	22%	-4%	14%	-4%	22%	-1%	28
N=c1c(S(=O)(=O)c2ccccc2)cc2c(=O)n3ccccc3nc2n1CC1CCCO1 (stereo unspecified)	-8%	-11	12%	3%	-10%	157%[activator]	-4%	-14%	-19
Cc1ccc(SC(C)C(=O)Nc2ccc(S(=O)(=O)N3CCOCC3)cc2)cc1 (stereo unspecified)	23%	2	7%	1%	7%	2%	12%	12µM*	1
O=C1NCCCC1(c1ccccc1)c1ccccc1	x	4	10%	x	1%	5%	10%	3%	8
Cc1ccc2oc3c(c(=O)c2c1)C(c1cccc(O)c1)N(c1ccccn1)C3=O (stereo unspecified)	-4%	0	-15%	-2%	u	-1%	0%	u	x
S=C(Nc1ccc(Cl)c(Cl)c1)N1CCN(c2ccccn2)CC1	-1%	8	-11%	-6%[9.22 µM]	9%	-20%	5%	15%	29
COc1ccc(Cc2nc3ccccc3[nH]2)cc1OC	16%	-2	-10%	11%	-16%	5%	-2%	u	19
O=C(CNC1CCN(Cc2ccccc2)CC1)Nc1ccc(S(=O)(=O)N2CCCCC2)cc1	4%	-20	3%	-12%	0%	24%	u	u	8
CN(Cc1ccccc1)S(=O)(=O)c1ccc(Cl)c(C(=O)N2CCOCC2)c1	x	-10	-3%	x	-8%	5%	1%	u	25
Cc1ccc(S(=O)(=O)N(C)c2ccc(C(=O)N3CCOCC3)cc2)cc1	10%	-7	-3%	0%	-7%	-4%	5%	u	15
Cn1c(CCNC(=O)c2ccco2)nc2cc(NC(=O)NC3CCCCC3)ccc21	-2%	-8	11%	5%	-20%	-13%	0%	11%	-1
O=C(CNC(c1ccccc1)c1ccccc1)Nc1ccccc1Br	u	-1	12%	3%	0%	6%	-7%	-15%	-15
O=C(NCC(c1ccco1)N1CCOCC1)c1ccc(F)c(F)c1 (stereo unspecified)	12%	3	3%	u	8%	3%	-3%	15%	17
Cc1cc(Nc2cccc(F)c2)nc(-c2ccccc2O)n1	1%	9	u	10%	0%	1%	u	9%	-61*
CCOC1=C2CN(S(=O)(=O)c3ccc(C)cc3)[C@@H](c3cccs3)C[C@H]2[C@H]2C(=O)N(c3ccccc3)C(=O)[C@H]2C1	x	5	17%	x	0%	-1%	10%	1%	6
Cn1ncc(Br)c1C(=O)N1CCCCCC1	4%	-1	7%	-1%	9%	11%	8%	-8%	7
Cc1cccc(-n2c(CNC(=O)COc3ccccc3)nnc2SCC(=O)Nc2nccs2)c1	24%	-5	-1%	0%	-1%	8%	-4%	5%	-12
CC(C)NC(=O)N(C)C[C@@H]1OCc2ccccc2-c2c(n(C)c3ccccc23)C(=O)N([C@@H](C)CO)C[C@@H]1C	x	0	-1%	x	0%	-4%	14%	-2%	40
COC(=O)c1cc(Br)c(=O)n(Cc2ccc(OC)c(OC)c2)c1	8%	3	-5%	4%	-17%	-6%	0%	u	-11
Clc1ccc(C2[C@H]3CN(Cc4ccc(-c5ccccc5)cc4)[C@H](c4ccccc4)C34CC2(c2ccccc2)C4)cn1 (stereo partly specified)	0%	8	14%	u	17%	0%	4%	0%	23
CCOc1ccc(/C=C2\SC(=S)N(CCCC(=O)NCCCN3CCOCC3)C2=O)cc1	u	1	16µM*	16µM*	4%	u	u	1%	-89*
O=C(CCC(=O)n1ncc2ccccc21)NCc1ccc(F)cc1	2%	3	7%	0%	16%	3%	1%	13%	8

Of the compounds above, 2 contain a thiophene ring, fused or not:
compound	MCF10A rereplic	DRD3 agonist	HT1080 IDH1KD tx	SW480 rereplic	KB-3-1 tox	HEK293 tox	HT1080NT lethal	KB-V1 cytotox	IL1B secr inh
CCc1c(C)nc(SCC(=O)c2cccs2)c(C#N)c1C	11%	2	-25%	-2%	-17%	31%[activator]	-6%	u	-99*
CCOC1=C2CN(S(=O)(=O)c3ccc(C)cc3)[C@@H](c3cccs3)C[C@H]2[C@H]2C(=O)N(c3ccccc3)C(=O)[C@H]2C1	x	5	17%	x	0%	-1%	10%	1%	6

Further entries follow.
compound	MCF10A rereplic	DRD3 agonist	HT1080 IDH1KD tx	SW480 rereplic	KB-3-1 tox	HEK293 tox	HT1080NT lethal	KB-V1 cytotox	IL1B secr inh
COc1cc(NS(=O)(=O)c2cc3[nH]c(=O)c(=O)[nH]c3cc2C)cc(OC)c1OC	17%	-6	-1%	10%	u	-9%	-7%	7%	-16
CCCNC(=O)C(Cc1ccc(I)cc1)NC(=O)c1ccc(C#N)cc1 (stereo unspecified)	-1%	-4	-17%	-4%	4%	5%	-15%	13%	19
COc1ccc(C2C(C(=O)c3ccco3)=C(O)C(=O)N2c2nnc(C)s2)cc1 (stereo unspecified)	15%	-4	12%	0%	-2%	9%	13%	-7%	26
C[C@@H](OC(=O)c1[nH]cnc1C(=O)N1CCN(C(=O)OC(C)(C)C)CC1)c1ccccc1	-11%	12	9%	-23%	0%	5%	9%	5%	9
CCOc1ccccc1C1C(C#N)=C(N)Oc2n[nH]c(CC)c21 (stereo unspecified)	5%	2	-5%	-1%	9%	u	9%	-11%	u
CCOC(=O)c1c(C)c(C(=O)NCc2ccc3c(c2)OCO3)c(C)n1C	1%	3	-3%	0%	-1%	1%	-2%	18µM*	17
CCCN1CCN(C(=O)Cn2c(-c3cccs3)cc3cc(F)ccc32)CC1	x	8	x	x	-1%	-8%	x	-9%	x
C=CC[C@@H](CC(=O)N[C@H](CO)Cc1ccccc1)C(=O)N[C@H](COC(=O)[C@@H](CC=C)Cc1ccc(F)cc1)Cc1c[nH]c2ccccc12	0%	19	u	14%	u	15%	u	u	u
Cc1ccc(C(=O)N/C(=C\c2cccs2)C(=O)NCCCn2ccnc2)cc1	1%	-2	6%	-6%	2%	-1%[1.53 µM]	-2%	11%	-2
Cc1ccccc1NC(=S)NC(NC(=O)C(C)(C)C)C(Cl)(Cl)Cl (stereo unspecified)	3%	-4	14%	-3%	-1%	-10%	12%	2%	-18
COCc1nnc(NS(=O)(=O)c2ccc(F)cc2)s1	5%	-2	15%	2%	3%	-11%	15%	u	5
CC(NC(=O)c1ccccc1F)c1nnc(SCC(=O)Nc2nccs2)n1C (stereo unspecified)	-31%[inhibitor]	9	11%	-10%	0%	0%	-2%	24%	23
